# Source: PubChem
# POLB inh = DNA polymerase beta (human) inhibition. P06746. Pol beta primer extension/strand displacement, fluorescence kinetic. Potency, µM (top dose mostly 114 µM), for the others: top-dose activity change, negative = inhibition, hits mostly inhibitors. 340,000 compounds, 1.3% hits. AID 485314; further: potency means the concentration at half of the fitted maximal effect; on the % scale 0 is the no-effect control and ±100 the full control effect
#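 Preincubation: enzyme (10 nM) with compound, 15 min, RT. Reaction: substrate added to 50 nM final. Reads: 0 and 10 min. Analysis: normalized, Hill fit.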
# Pol kappa inh = blocks human DNA polymerase kappa activity; Q9UBT6; purified Pol kappa, fluorescent DNA synthesis assay, 10 min; Potency, µM (titrated, usually from 107 µM), without a hit: at the highest dose activity, negative = inhibition, usual class: inhibitors; 400,000 compounds, 0.53% hits; further: potency means the concentration at half of the fitted maximal effect; on the % scale 0 is the no-effect control and ±100 the full control effect
#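 First, compounds were pin-transferred onto 10 nM Pol kappa. After 15 min at room temperature, substrate was added to 50 nM final. Fluorescence was then measured kinetically at 0 and 10 min.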
# POLH inh = blocks human DNA polymerase eta activity. Potency, µM (series often up to 114 µM), for the others: at the highest dose activity change, negative = inhibition, most hits filed as inhibitors. AID 588591. Q9Y253. recombinant Pol eta, fluorescent DNA replication assay. 390,000 compounds, 1.2% hits; further: potency means the concentration at half of the fitted maximal effect; on the % scale 0 is the no-effect control and ±100 the full control effect
#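 Pol eta at 10 nM preincubated with compounds 15 min at room temperature; reaction started with fluorescent substrate (50 nM final) and read kinetically at 0 and 10 min.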
# BLM inh = inhibitors of human Bloom syndrome helicase BLM. P54132. recombinant BLM DNA unwinding, fluorescence dequenching. Potency, µM (titrated, usually from 56.1 µM), for the others: at the highest dose activity change, negative = inhibition, most hits filed as inhibitors. 350,000 compounds, 0.2% hits. AID 2528;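 further: potency means the concentration at half of the fitted maximal effect; plate controls were vehicle for no effect and no enzyme for full effect; nearly all actives have a fitted effect of over 35% in size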
# POLI inh = blocks human DNA polymerase iota activity; Q9UNA4; Pol iota fluorescent replication assay, 10 min; Potency, µM (titrated, usually from 115 µM), without a hit: at the highest dose activity, negative = inhibition, actives largely listed as inhibitors; 390,000 compounds, 1% hits; further: potency means the concentration at half of the fitted maximal effect
#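 Pol iota at 10 nM preincubated 15 min with compounds at room temperature; reaction started with fluorescent substrate, 50 nM final. Fluorescence read kinetically at 0 and 10 min; buffer-only wells as negative control.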
# GRP78 ERSR act = inducers of ER stress response in human glioma cells | U87-MG GRP78 promoter luciferase reporter, 16 h | Potency, µM, inactives show top-dose activation, actives largely listed as activators | 420,000 compounds, 0.02% hits; further: potency means the concentration at half of the fitted maximal effect; series mostly up to about 76 µM; % of control where 0% means no effect; nearly all actives have a fitted effect of over 35% in size
#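 ERSR induction read as luciferase luminescence (Bright-Glo, 10 min at room temperature) in stably transfected human U87-MG glioma cells exposed to compounds for 16 h, using GRP78 as sensor.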
# LDHA inh = blocks human lactate dehydrogenase A; P00338; purified LDHA, NADH/diaphorase-resazurin fluorescence; stronger effect = lower value; activity change, % (values are at about 110 or 230 µM); 480,000 compounds, 0.15% hits; AID 1347041; in the data active means activity change below about -30%; inconclusive means mostly about -25% to -30%;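 further: plate controls were DMSO wells for no effect and wells without enzyme for full effect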
#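 Enzyme activity of human lactate dehydrogenase 5 (2 nM; 0.06 mM NADH, 0.2 mM pyruvate, 5 min, RT) is measured via a resazurin/diaphorase fluorescence readout of residual NADH.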
# APE1 inh = blocks human APE1 abasic DNA cleavage; P27695; recombinant APE1, TAMRA/BHQ-2 abasic DNA cleavage fluorescence; Potency, µM (titrated, usually from 65.8 µM), for inactives: top-dose activity change, negative = inhibition, most hits filed as inhibitors; 350,000 compounds, 0.35% hits; AID 2517;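 further: potency means the concentration at half of the fitted maximal effect; plate controls were vehicle for no effect and reference inhibitor for full effect; nearly all actives have a fitted effect of over 55% in size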
# Target sequence (P27695 whole entry, looked up): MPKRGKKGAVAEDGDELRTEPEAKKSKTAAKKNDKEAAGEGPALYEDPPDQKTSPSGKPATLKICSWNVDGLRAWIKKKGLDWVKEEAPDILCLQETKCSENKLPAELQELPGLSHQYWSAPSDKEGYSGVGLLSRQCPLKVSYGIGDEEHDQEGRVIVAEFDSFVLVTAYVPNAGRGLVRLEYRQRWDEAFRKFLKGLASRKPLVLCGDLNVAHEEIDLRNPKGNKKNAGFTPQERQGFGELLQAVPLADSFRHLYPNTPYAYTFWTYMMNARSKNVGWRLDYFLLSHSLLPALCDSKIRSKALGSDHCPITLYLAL
#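 Quantitative HTS: incision of a TAMRA/BHQ-2 double-stranded substrate bearing a tetrahydrofuran abasic site by 0.75 nM APE1 raises fluorescence. Substrate 50 nM final, added after 15 min compound preincubation at room temperature; progress as third-minus-first kinetic read difference.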
# Anesthetic bind = candidate novel general anesthetic via apoferritin binding | 350,000 compounds, 0.074% hits | P02791 | apoferritin/1-aminoanthracene competitive binding, fluorescence | Potency, µM (titrated, usually from 77.5 µM), without a hit: top-dose activity change, negative = displacement, usual class: inhibitors | AID 485281; further: potency means the concentration at half of the fitted maximal effect; on the % scale 0 is the no-effect control and ±100 the full control effect; nearly all actives have a fitted effect of over 20% in size
# Target sequence (P02791 2-175 limits assumed): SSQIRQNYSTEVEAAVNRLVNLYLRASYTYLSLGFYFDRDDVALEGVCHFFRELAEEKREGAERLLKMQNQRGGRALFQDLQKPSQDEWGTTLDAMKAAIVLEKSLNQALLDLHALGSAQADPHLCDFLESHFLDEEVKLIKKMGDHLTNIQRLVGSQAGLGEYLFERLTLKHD
#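 Horse-spleen apoferritin (10 uM) in 50% saturated 1-aminoanthracene in PBS was incubated 10 min at room temperature with compound. Fluorescence (ex 380, em 535 nm) was normalized to free and bound 1-AMA, with concentration-response fitted by a four-parameter Hill equation.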
# Starred values were filed as active, the others as inactive; ? = inconclusive; nt = no result given; & = joins results of further samples; [ ] = remark or other dose. Unless noted, the call rests on the fitted dose curve; in most records, active means well fitted curve in the direction sought with a large enough effect; inconclusive means small, poorly fitted or top-dose-only effect, or another doubt; inactive means no such curve, though single readings can be large; an effect the other way counts as inactive or inconclusive. The list is partial (hit frequency here may not be typical).
SMILES,POLB inh,Pol kappa inh,POLH inh,BLM inh,POLI inh,GRP78 ERSR act,LDHA inh,APE1 inh,Anesthetic bind
Cc1nnc(SCC(=O)OC2CC(C)CCC2C(C)C)[nH]c1=O (stereo unspecified),10%,-5%,0%,-1%,0%,-1%,-6,-6%,?
Nc1cc(C(F)(F)F)ccc1-n1cccc1,4%,12%,-9%,-3%,24%,0%,-1,-2%,-4%
CCOC(=O)c1sc(NC(=O)CSc2nc(O)c(Cc3ccccc3)c(=O)[nH]2)nc1C,-9%,-11%,12%,-11%,-28%,-1%,-11,2%,-5%
O=C(NCc1cc(C(F)(F)F)cc(C(F)(F)F)c1)C1CC(c2ccc(C(F)(F)F)cc2)=NO1 (stereo unspecified),nt,2%,-18%,nt,13%,-4%,-6,nt,nt
Cc1ccc(C(=O)NCc2cccs2)cc1S(=O)(=O)N1CCCCC1,-26%,-6%,-7%,-3%,-13%,-3%,-18,-2%,4%
CCCNC(=O)[C@H]1O[C@@H]1C(=O)N[C@H](C(=O)N1CCC[C@H]1C(=O)OC)[C@@H](C)CC,nt,4%[19.4 µM],nt,nt,nt,-6%,nt,-2%,1%
Cc1ccc2c(c1)C(=O)C(=O)N2CCCOc1ccccc1C,?,0%,-18%,1%,8%,-8%,3,8%,7%
CN(C)C(C(=O)Nc1cc(Cl)cc(Cl)c1)c1ccccc1 (stereo unspecified),-2%,-19%,-11%,-5%,73%[activator],-5%,-2,-2%,-23%
Cc1cccc(N(CC(=O)NC2CCCCC2)C(=O)CCCC(=O)Nc2ccccn2)c1C,-10%,0%,-12%,-2%,82%[activator],-1%,-3,29%,-8%
O=S(=O)(NCc1cccnc1)c1ccc2ccccc2c1,13%,3%,-12%,0%,-12%,-5%,-3,-3%,1%
CCc1cccc(CC)c1NC(=O)COn1nnc2ccc(C(F)(F)F)cc21,16%,-21%,-25%,5%,5%,-4%,-3,13%,0%
Cc1nc(N2CCCCC2)c2c(-c3cccs3)csc2n1,-1%,0%,-12%,-14%,155%[activator],-4%,1,1%,-13%
O=C(NCCO)c1ccccc1O,0%,4%,-2%,-2%,11%,-6%,3,5%,-1%
COc1ccc(OC)c(C(=O)NC(CC(N)=O)c2ccc(NCCN3CCCCC3)c([N+](=O)[O-])c2)c1 (stereo unspecified),2%,16%,-9%,2%,-19%,-4%,5,15%,-5%
CCS(=O)(=O)N1Cc2ccccc2CC1C(=O)OCC(=O)N(C(C)C)C(C)C (stereo unspecified),7%,-5%,-17%,-10%,-20%,-2%,4,-1%,-21%
COc1ccc(-c2nn3c(-c4cccc(C)c4)nnc3s2)cc1OC,nt,6%,-2%,nt,-13%[58.9 µM],-4%,-10,nt,nt
CCN1CCN(C(=O)C(N)Cc2ccccc2)CC1 (stereo unspecified),0%,1%,-15%,0%,18%,-2%,2,-2%,-1%
CCOC(=O)N1CCN(C(=O)NC2CCCCC2)CC1,1%,-3%,?,0%,-6%,-6%,-2,5%,-9%
Cc1ccc(-c2csc3nnc(SCC(=O)Nc4cccc(C)n4)n23)cc1,?,-13%,?,-7%,-17%,2%,-7,0%,-21%
CCn1c(=O)c([N+](=O)[O-])c(N2CCSCC2)c2ccccc21,2%,-2%,-18%,-13%,88%[activator],-3%,3,13%,7%
CCOc1c(N2CCOCC2)c(=O)c1=O,-6%,-3%,-21%,1%,62%[activator],-2%,-5,1%,32%[activator]
COc1cc(NC(=O)CCc2c(C)nn(-c3ccc4nncn4n3)c2C)cc(OC)c1OC,-8%,0%[60.1 µM],-8%,2%,18%,0%,4,nt,1%
COc1cccc(N2CCN(c3ncnc4c3c(-c3ccccc3)cn4-c3ccc(C)cc3)CC2)c1,18%,-10%[60.1 µM],-16%,-6%,-13%,-3%,-5,nt,6%
COc1ccc(CN(CC(=O)NC2CCCC2)C(=O)c2ccc(-c3ccccc3)[nH]2)cc1,-2%,-4%,-28%,-8%,92%[activator],0%,-5,-3%,-1%
O=C(Cn1cnc2c(cnn2-c2ccc(F)cc2)c1=O)N1CCCc2ccccc21,13%,5%,-6%,3%,13%,-5%,-4,-4%,-1%
# Additional compounds.
SMILES,POLB inh,Pol kappa inh,POLH inh,BLM inh,POLI inh,GRP78 ERSR act,LDHA inh,APE1 inh,Anesthetic bind
CN(C)C(=O)c1c([N+](=O)[O-])ncn1C,46%,-13%,-9%,3%,-9%,2%,-4,15%,0%
CCOC(=O)c1ccc(NC(=O)c2nn(C)c3c2COc2ccccc2-3)cc1,0%,1%,-11%,-3%,11%,-2%,1,nt,-1%
CCOC(=O)c1c(S(=O)(=O)NCC(=O)Nc2ccc(F)cc2C)c(C)n(C)c1C,-22%,2%[60.1 µM],79µM*,-2%,11%,1%,7,nt,-5%
CCCCC(=O)Nc1ccc2c(c1)nc1n2CCSC1,8%,-10%,10%,-3%,40%[activator],-7%,-1&21,-2%,2%
Cc1cccc(-n2nc3c([n+]2[O-])CCc2nonc2-3)c1C,-1%,-10%,-15%,-3%,8%,-3%,-11,-4%,8%
COc1cc(NC(=O)CCCc2nnc3n(C)c(=O)c4sccc4n23)cc(OC)c1OC,14%,-3%,-8%,-2%,22%,-2%,-5,nt,4%
Cc1ccc(CNc2nc(Cl)c(C#N)s2)cc1,-8%,-8%,-15%,-7%,43%[activator],5%,-5,-4%,?
O=C(COC(=O)c1ccc([N+](=O)[O-])o1)NC1CCCc2ccccc21 (stereo unspecified),nt,-21%,?,nt,?,-5%,12,-31%,nt
CCOC(=O)N1CCN(C(=O)CCn2c(=S)[nH]c3ccccc3c2=O)CC1,0%,-6%,-23%,1%,-12%,-3%,-2,46%[activator],2%
CC(/C=N\N1CCN(c2ccc(Cl)cc2)CC1)=C\c1ccccc1,-9%,-12%,-8%,0%,6%,1%,0,16%,6%
Oc1c(C(c2ccc(Cl)cc2)N2CCOCC2)sc2nc(-c3ccco3)nn12 (stereo unspecified),0%,-1%[60.1 µM],6%,7%,6%,-4%,3,nt,-9%
COc1ccc(CN2C3CCCC2CC(NC(=O)Nc2cccc(C)c2)C3)cc1 (stereo unspecified),3%,-12%,-4%,-9%,-2%,-1%,-1,1%,-13%
CCOc1ccc(CC(=O)NNC(=S)Nc2ccccc2)cc1Br,26%,-14%,-13%,-6%,6%,-6%,3,-1%,-15%
Cc1ccc(S(=O)(=O)c2c(CO)c(-c3ccccc3)nn2C)cc1,-11%,-4%,-10%,-3%,45%[activator],-10%,-12,-5%,?
O=C(c1ccc(S(=O)(=O)c2ccc(Cl)cc2)cc1)N1CCOCC1,11%,5%,0%,-4%,68%[activator],-3%,-1,2%,-4%
COc1cc(/C=C(\C#N)C(=O)Nc2ccc(C)cc2)ccc1OCc1cc(=O)n2nc(C)sc2n1,29%,1%,-3%,-3%,15%,-2%,-3,nt,5%
CC(=O)c1c(C)n(CCc2ccc(Cl)cc2)c2ccc(O)cc12,-1%,-10%,5%,-5%,61%[activator],1%,-5,51%[activator],-6%
C/C(Cn1nnc([N+](=O)[O-])n1)=N\NC(=O)c1ccccc1,-30%,-8%,4%,-3%,-2%,2%,27,-3%,-8%
CN(CCNC(=O)C1CCCN(c2ncnc3c2nc2n3CCCCC2)C1)Cc1ccccc1 (stereo unspecified),2%,1%,-6%,-10%,-7%,-4%,-10,56%,-6%
FC(F)(F)c1nc(SCc2ccccc2)n[nH]1,nt,1%,-16%,nt,40%[activator],3%,4,nt,nt
O=C(COC(=O)/C=C/c1ccccc1)Nc1nnc(-c2ccccc2)o1,nt,-21%,?,nt,?,0%,3,5%,nt
CCOc1ccc2oc(=O)cc(CN3CCN(c4cc(C)ccc4C)CC3)c2c1,23%,-16%,-3%,-2%,0%,-3%,-9,nt,-4%
CN(Cc1ccccc1)C(=O)CN(Cc1ccccc1)S(C)(=O)=O,?,-13%,-7%,1%,-7%,-2%,-6,6%,-8%
Cc1ccc(F)cc1-c1ccc(C(=O)N=C(N)N)o1,nt,15%[60.1 µM],nt,5%,nt,0%,nt,?,-9%
CCC1SC(C)C/C(=N/NC(N)=O)C1C (stereo unspecified),-11%,4%,-12%,1%,127%[activator],3%,-1,3%,-5%

# Whole records, quoted from the list:
# `CN(CCNC(=O)C1CCCN(c2ncnc3c2nc2n3CCCCC2)C1)Cc1ccccc1` (stereo unspecified) is entered as POLB inh: 2%; Pol kappa inh: 1%; POLH inh: -6%; BLM inh: -10%; POLI inh: -7%; GRP78 ERSR act: -4%; LDHA inh: -10; APE1 inh: 56%; Anesthetic bind: -6%
# `CCOC(=O)N1CCN(C(=O)CCn2c(=S)[nH]c3ccccc3c2=O)CC1` is entered as POLB inh: 0%; Pol kappa inh: -6%; POLH inh: -23%; BLM inh: 1%; POLI inh: -12%; GRP78 ERSR act: -3%; LDHA inh: -2; APE1 inh: 46%[activator]; Anesthetic bind: 2%

# Next section
SMILES,POLB inh,Pol kappa inh,POLH inh,BLM inh,POLI inh,GRP78 ERSR act,LDHA inh,APE1 inh,Anesthetic bind
Cc1nnc(SCC(=O)NC(C)(C)C)n1NCc1ccc(N(C)C)cc1,6%,7%,-12%,-9%,3%,-6%,-3,6%,-17%
COc1cc2ccc(=O)oc2cc1O,nt,16%,-8%,-1%,5%,-1%&-5%&1%&-4%,6,58%[activator],nt
N#C/C(=C/c1ccc(F)cc1)S(=O)(=O)c1ccccc1,17%,-3%,-22%,-24%,63%[activator],-1%,-6,-2%,5%
Cc1ccc(-c2c3c(=O)n(C)c(=O)n(C)c3cn2CCCN2CCOCC2)cc1,-13%,9%,1%,0%,-2%,-1%,-5,-5%,-13%
COc1ccc(-c2nc3cc(C)ccn3c2NC2CCCCC2)cc1SC1CCCCC1,nt,-9%,-20%,nt,?,0%,0,12%,nt
Cc1ccc(OCC(=O)Nc2nnc(SCc3cc(=O)n4cc(C)ccc4n3)s2)cc1,6%,-16%[60.1 µM],-9%,-3%,-14%,-4%,-3,nt,47%[activator]
Cc1cc(C(=O)CSc2nncs2)c(C)n1-c1ccc2c(c1)OCO2,4%,-9%,-10%,0%,-3%,9%,-2,-1%,-16%
O=C(CN(Cc1ccc(Cl)cc1)C(=O)c1csnn1)NCc1ccc(F)cc1,-10%,-22%,-17%,-4%,108%[activator],-4%,-2,47%[activator],0%
